Bioassay records from PubChem.
CHT block = inhibitors of human choline transporter CHT; CHT-expressing cells, membrane potential dye, choline response; hits give low values; B-score at 10 µM; 0.86% of 310,000 active; AID 488975, 2010;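 active means B-score over 3 SD under the library average, and starting fluorescence ratio not unusually high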;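 further: choline stimulus applied at its EC90 after an EC20 pre-addition; B-score computed on integrated fluorescence ratio after choline addition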
KCNQ2 block = KCNQ2 potassium channel inhibitors, primary screen, cell-based, CHO-K1, FluxOR thallium flux, B-score (AID 2156). Potassium voltage-gated channel subfamily KQT member 2 (Rattus norvegicus), O88943. 20 min; hits give low values. B-score at 10 µM. 1.1% of 310,000 active;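 active means fluorescence ratio B-score at most minus 3 library SDs, with starting brightness B-score within 2 library SDs, cut at about -5.5 in these data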
Target sequence (O88943 whole entry, looked up): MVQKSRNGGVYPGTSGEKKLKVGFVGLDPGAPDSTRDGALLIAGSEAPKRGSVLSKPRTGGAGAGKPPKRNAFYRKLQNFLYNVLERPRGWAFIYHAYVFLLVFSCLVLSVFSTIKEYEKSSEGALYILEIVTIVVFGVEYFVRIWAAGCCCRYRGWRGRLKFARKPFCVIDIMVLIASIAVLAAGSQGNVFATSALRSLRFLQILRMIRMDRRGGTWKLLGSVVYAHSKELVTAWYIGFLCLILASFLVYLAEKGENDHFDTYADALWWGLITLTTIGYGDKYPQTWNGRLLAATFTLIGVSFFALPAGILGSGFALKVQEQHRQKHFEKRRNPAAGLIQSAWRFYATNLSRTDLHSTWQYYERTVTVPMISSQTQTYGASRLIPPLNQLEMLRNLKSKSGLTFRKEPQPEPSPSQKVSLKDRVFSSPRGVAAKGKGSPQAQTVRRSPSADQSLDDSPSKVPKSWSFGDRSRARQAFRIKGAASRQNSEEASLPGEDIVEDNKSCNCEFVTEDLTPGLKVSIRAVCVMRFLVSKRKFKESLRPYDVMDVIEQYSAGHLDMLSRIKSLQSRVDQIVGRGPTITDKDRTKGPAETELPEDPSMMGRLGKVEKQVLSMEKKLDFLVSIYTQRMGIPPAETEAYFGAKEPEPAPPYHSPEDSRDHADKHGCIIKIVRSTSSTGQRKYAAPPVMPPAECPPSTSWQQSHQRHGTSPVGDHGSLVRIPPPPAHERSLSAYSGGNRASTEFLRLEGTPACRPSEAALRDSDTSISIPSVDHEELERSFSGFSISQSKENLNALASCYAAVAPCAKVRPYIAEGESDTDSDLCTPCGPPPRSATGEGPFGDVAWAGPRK
Kir21 block = inhibitors of mouse Kir2.1 inward-rectifier potassium channel; Inward rectifier potassium channel 2 (Mus musculus), P35561; HEK293-Kir2.1, FluxOR thallium flux fluorescence; hits give low values; B-score at 10 µM; 0.85% of 310,000 active;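 active means fluorescence ratio B-score at or below minus 3 SD of library scores, with starting-brightness B-score within 2 SD, cut at about -4.2 in these data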;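 further: channel flux triggered by added potassium and thallium sulfate stimulus; B-score of peak minus minimum fluorescence over baseline after thallium stimulus; more negative B-score means stronger Kir2.1 block with less thallium influx; some compounds called inactive have numbers as strong as hits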
Numbers without * were called inactive; i = inactive; nt = no result given.

Values run as follows: CHT block	KCNQ2 block	Kir21 block
- COc1ccc(C2CC(c3cccs3)=NN2C(=O)CSc2nnc(N)s2)cc1OC (stereo not given)
    i	i	0
- COc1ccc(-c2nc(C#N)c(NCc3cccnc3)o2)cc1OC
    i	i	-0.09
- Cc1ccc(OCC(=O)Nc2ccc3c(c2)nc(CCN2CCC(C)CC2)n3C)cc1
    i	i	-0.13
- CC1(C(=O)NC2CCCCCCC2)CCC(=O)N1Cc1cccs1 (stereo not given)
    i	i	2.3
- CN(C)c1ccc(/C=C/C(=O)c2c(O)c3ccccc3oc2=O)cc1
    i	i	-7.3
- CCOC(=O)C1=C(c2ccccc2)NC(=O)NC1c1ccsc1 (stereo not given)
    i	i	0.21
- CC(=O)c1ccc(NC(=O)NCc2ccc(F)cc2)cc1
    i	i	0.43
- CCCCc1c(O)nc(SCC(=O)NC(C)(C)C)n(-c2ccccc2C)c1=O
    i	i	1.1
- COc1cccc(C(=O)Nc2ccccc2OC(F)(F)F)c1
    i	i	2
- O=C1COc2ccc(-c3csc(NCC4CCCO4)n3)cc2N1 (stereo not given)
    i	i	0.19
- CCn1c(C)nc2cc(C(=O)NNC(=S)Nc3ccc(Cl)cc3)ccc21
    i	i	0.7
- O=C1CC(c2cc(F)ccc2F)c2cc3c(cc2N1)CCC3 (stereo not given)
    i	i	0.55
- CC(=O)Nc1ccc(NC(=O)Nc2ccccc2C)cc1
    i	i	0.04
- CCSc1cc(N2CCCC2)nc(-c2cccc(C)c2)n1
    i	i	-0.61
- O=C(COC(=O)c1ccccc1NC(=O)c1ccco1)NCc1ccc2c(c1)OCO2
    i	i	-0.27
- O=C(C1=C(c2ccccc2)C(=O)c2ccccc2C1=O)c1ccccc1
    nt	i	-0.47
- O=C(CN1CCN(c2ccccc2)CC1)N1CCc2ccccc21
    i	i	1.3
- CC(=O)c1ccc(NC(=O)COC(=O)c2ccccc2N=Nc2ccc(N(C)C)cc2)cc1
    i	i	0
- N#CCC(=O)NCC1(c2ccccc2)CCCC1
    i	i	-2
- O=C(OCC(=O)c1cccs1)c1cccc(C(=O)OCC(=O)c2cccs2)n1
    i	i	-1.1
- CC(=O)Nc1ccc(S(=O)(=O)NCc2nc(-c3ccc(C)cc3)no2)cc1
    i	i	-1.4
- CCCCNC(=O)O/N=C(\N)CS(=O)(=O)C(C)(C)C
    i	i	-0.41
- COc1ccccc1/C=N/NC(=O)CC(=O)Nc1ccc(Cl)c(Cl)c1
    i	i	-0.68
- COc1ccc(CNC(=O)CN(Cc2ccc(F)cc2)C(=O)CCC(=O)Nc2nccs2)cc1
    i	i	-0.6
- CC(NC(=O)Cc1cccs1)c1ccc2c(c1)OCO2 (stereo not given)
    i	i	0.02
- COC(=O)CSC1=C(C#N)C(c2ccsc2)CC(=O)N1 (stereo not given)
    i	i	-0.21
- CSCC[C@H](NC(=O)OC(C)(C)C)C(=O)N1CCC(C(=O)N[C@H](C(=O)O)C(C)C)CC1
    i	i	0.93
- OCCSc1nnc(Nc2ccccc2)s1
    i	i	0.08
- Cc1cc(NC(=O)CCN2C(=O)C3C4C=CC(C4)C3C2=O)ccc1Br (stereo not given)
    i	i	1
- CCCCc1nnc(NC(=O)CSc2nc(=O)cc(N)n2-c2ccccc2)s1
    i	i	1.8

Laid out differently: entries from further up
molecule | CHT block | KCNQ2 block | Kir21 block
O=C(OCC(=O)c1cccs1)c1cccc(C(=O)OCC(=O)c2cccs2)n1 | i | i | -1.1
CC(=O)Nc1ccc(S(=O)(=O)NCc2nc(-c3ccc(C)cc3)no2)cc1 | i | i | -1.4
CCCCNC(=O)O/N=C(\N)CS(=O)(=O)C(C)(C)C | i | i | -0.41
COc1ccccc1/C=N/NC(=O)CC(=O)Nc1ccc(Cl)c(Cl)c1 | i | i | -0.68

The results go on:
Values run as follows: CHT block	KCNQ2 block	Kir21 block
- Cn1c2ccccc2c2cc(C(=O)N3CCOCC3)sc21
    i	i	0.34
- COc1cccc(CCNC(=O)CC2C(=O)NCCN2Cc2ccc(Cl)c(F)c2)c1 (stereo not given)
    i	i	-0.24
- COc1ccc(NC(=S)N2CCC(NC(=O)C3CCCCC3)CC2)cc1
    i	i	0.63
- Cc1ccc(C)c(S(=O)(=O)Nc2ccc(C(=O)NCCc3ccccn3)cc2)c1
    i	i	0.39
- CC(=O)O/N=C/c1c(Cl)n(C)c2ccccc12
    i	i	0.21
- O=C(NCCO)c1ccc2c(c1)S(=O)(=O)c1ccccc1C2=O
    i	i	-1
- COc1ccc(OC)c(S(=O)(=O)N2CCCC(N3CCN(c4ccccc4)CC3)C2)c1 (stereo not given)
    i	i	-1.4
- CCn1nnc2cc(C(=O)NCC(c3ccccc3OC)N(C)C)ccc21 (stereo not given)
    i	i	0.04
- O=C(C1=C(O)C(=O)N(CC2CCCO2)C1c1ccccc1)c1ccco1 (stereo not given)
    i	i	0.14
- Cc1ccc(N2CCN(/N=C/c3ccccc3)CC2)cc1
    i	i	-1.5
- COc1ccccc1CNC(=O)/C=C/c1cc2c(cc1Br)OCO2
    i	i	-2
- COc1ccc(S(=O)(=O)N2CCC(C(=O)Nc3c(F)cccc3F)CC2)cc1
    i	i	1.4
- CCC(C)(C)n1nnnc1C(c1ccccc1)N1CCN(Cc2ccccc2)CC1 (stereo not given)
    i	i	-1.1
- COc1ccccc1C(=O)N(Cc1ccco1)C1CCS(=O)(=O)C1 (stereo not given)
    i	i	-0.33
- Cn1cccc1CC(=O)NNC(=O)Nc1ccc(F)cc1
    i	i	-0.15
- CCC(C(=O)Nc1nccs1)c1ccccc1 (stereo not given)
    i	i	-0.13
- Cc1ccc(Cn2c(=N)c(C#N)cc3c(=O)n4cccc(C)c4nc32)cc1
    i	i	1.1
- COc1ccccc1N1C(N)=NC(N)=NC1(C)C
    i	i	-0.72
- CCOc1ncccc1C(=O)Nc1cccc(-c2nc3cccnc3s2)c1
    i	i	0.05
- CCc1cc2c(SCC(=O)Nc3cc(C)on3)ncnc2s1
    i	i	-1.2
- CCOCCCNC(=O)c1cccc(NC(=O)C2=C(C)OCCS2)c1
    i	i	-0.1
- COC(=O)C1=CN(Cc2ccc(C)cc2)C=C(C(=O)OC)C1c1ccc(F)c(F)c1
    i	i	0.1
- Cc1cc(OC(=O)c2ccc(Cl)cc2)cc(=O)n1C
    i	i	-0.61
- O=C1c2ccccc2C(=O)N1CCSc1ccccc1
    i	i	-0.68
- COc1ccc(N(Cc2cc3cccc(C)c3[nH]c2=O)C(=O)C2CCCO2)cc1 (stereo not given)
    i	i	0.03
- COc1ccccc1OCc1csc(NC(=O)c2ccco2)n1
    i	i	-0.56
- O=C(O)CSCC(=O)Nc1ccc(Cl)cc1C(F)(F)F
    i	i	0.77
- COc1ccc2c(C(=O)CN3CCSCC3)c[nH]c2c1
    i	i	0.86
- CCc1nc(N[C@@H](Cc2c[nH]c3ccccc23)C(=O)O)c2oc3ccccc3c2n1
    i	i	1.4
- O=C(Nc1ccc(S(=O)(=O)Nc2nccs2)cc1)c1ccc(F)c(S(=O)(=O)N2CCOCC2)c1
    i	i	-0.58

Arranged by SMILES length (falling): 5 of the compounds above
Values run as follows: CHT block	KCNQ2 block	Kir21 block
- Cc1ccc(C)c(S(=O)(=O)Nc2ccc(C(=O)NCCc3ccccn3)cc2)c1
    i	i	0.39
- COc1ccc(-c2nc(C#N)c(NCc3cccnc3)o2)cc1OC
    i	i	-0.09
- O=C(CN1CCN(c2ccccc2)CC1)N1CCc2ccccc21
    i	i	1.3
- COc1cccc(C(=O)Nc2ccccc2OC(F)(F)F)c1
    i	i	2
- Cc1cc(OC(=O)c2ccc(Cl)cc2)cc(=O)n1C
    i	i	-0.61

(list continues)
Values run as follows: CHT block	KCNQ2 block	Kir21 block
- COC(=O)c1ccsc1NC(=O)CN1C(=O)CCC1=O
    i	i	-0.21
- CCOC(=O)CSc1nc(N)c(C#N)c(-c2ccc(OC)cc2)c1C#N
    i	i	-1.1
- Cc1cc(OCC(=O)c2ccc(C(F)(F)F)cc2)n2cnnc2n1
    i	i	0.01
- O=CNC(n1cnc2c(N3CCOCC3)ncnc21)C(Cl)(Cl)Cl (stereo not given)
    i	i	-3
- CCOC(=O)COn1c(=O)c(-c2ccco2)[n+]([O-])c2ccccc21
    i	i	-0.01
- CCCN1C(=O)C(Cc2nc3ccccc3c(=O)n2-c2ccccc2)c2ccccc21 (stereo not given)
    i	i	0.01
- COc1ccc(CCNC(=O)Cc2cc(OCc3ccccc3)c(OC)cc2[N+](=O)[O-])cc1OC
    i	i	0.16
- CC(=O)Nc1ccc(S(=O)(=O)Nc2cccc(-n3cnnn3)c2)cc1
    i	i	0.86
- COCCn1c(SCC(=O)N2CCCc3ccccc32)nc2cccnc21
    i	i	-0.8
- COc1ccccc1/C=C/CN1CCC(Oc2ccc(C(=O)N3CCCCC3)cc2)CC1
    i	i	-0.79
- O=C(O)Cc1ccc(C(=O)CSc2ccccc2)s1
    i	i	-0.07
- CCc1nn(CC(=O)NCCN2CCOCC2)c(=O)c2cc3c(OC)cccc3n12
    i	i	0.14
- CCCCOc1ccc(N2CC(C(=O)NCCc3ccc(OC)c(OC)c3)CC2=O)cc1 (stereo not given)
    i	i	0
- CCOC(=O)C(C(=O)OCC)C(C[N+](=O)[O-])c1ccccc1 (stereo not given)
    i	i	-1.8
- N#CNC(=Nc1cccc(F)c1)SCc1ccccc1
    i	i	-0.61
- CC(CC(=O)NNC(=O)c1ccncc1)c1ccccc1 (stereo not given)
    i	i	-0.11
- Cc1ccc(S(=O)(=O)Cn2nnnc2C(CC(C)C)N2CCN(C3CCCC3)CC2)cc1 (stereo not given)
    i	i	-0.03
- Cc1onc(CO)c1C(=O)Nc1nccs1
    i	i	-0.04
- CCCOc1cccc(C2C(C(=O)c3ccco3)=C(O)C(=O)N2CCCn2ccnc2)c1 (stereo not given)
    i	i	-0.57
- Cc1ccc(C(=O)/C=C/Nc2cccc([N+](=O)[O-])c2)o1
    i	i	0.84
- Cc1nn(-c2ccc(F)cc2F)c2c1-c1nc(N3CCCC3)ncc1CC2
    i	i	0.11
- CC(=O)c1ccc(N2CCN(C(=O)Nc3ccc(F)cc3)CC2)cc1
    i	i	0.08
- O=C(NCc1cccc(F)c1)C1CCC(=O)N(CCc2cccc(F)c2)C1 (stereo not given)
    i	i	-0.12
- COc1cc(C(=O)N2CCN(C)C(C)C2)ccc1OC1CCN(C(C)=O)CC1 (stereo not given)
    i	i	0.43
- C[N+](C)(C)CCOc1ccc([N+](=O)[O-])cc1
    i	i	1.3
- Cc1cc(C)n2nc(CCCO)nc2n1
    i	i	1.9
- CCO/C(C)=C1/SC(=S)NC1=O
    i	i	1.6
- Cc1ccc(Nc2c([N+](=O)[O-])c(=O)n(C)c3ccccc23)cc1
    i	i	0.47
- Cc1cc(C)c(-n2nnnc2SCC(=O)c2cc3ccccc3o2)c(C)c1
    i	i	-1.4
- COc1cccc(NC(=O)COc2c(F)c(F)c(C(F)(F)F)c(F)c2F)c1
    i	i	1.2
- COc1ccc(CNC(=O)CN(CC2CCCO2)C(=O)CNS(=O)(=O)c2ccc(F)cc2)cc1 (stereo not given)
    nt	i	-1.6
- Cc1ccc(NC(=O)c2ccc3c(c2)N(CC(=O)N2CCCCC2)C(=O)C(C)(C)O3)cc1
    i	-7.9*	-0.27
- COc1ccc(Oc2c(Cl)cnn(-c3ccc(Cl)c(Cl)c3)c2=O)cc1
    i	i	-1.1
- CC(=O)c1ccc(OC(=O)CCc2ccccc2)cc1
    i	i	0.1
- COc1ccccc1NC(=O)C1=C(C)Nc2nc(CCCO)nn2C1c1cccnc1 (stereo not given)
    i	i	-0.71
- Cc1cc(C(=O)NNC(=O)c2ccc(S(=O)(=O)N(C)C)cc2)c(C)o1
    i	i	-1.1
- Cc1cccc(NC(=O)CCNC(=O)c2ccco2)c1C
    i	i	1.7
- CSCc1ccc(C(=O)NC(C)c2cnn(-c3ccccn3)c2C)o1 (stereo not given)
    i	i	-0.12
- CC(C)c1nnc(NC(=O)C2CCN(C(=O)Nc3ccc(Cl)cc3)CC2)s1
    i	i	-0.36
- CCN(CC)S(=O)(=O)c1ccc(Cl)c(NC(=O)CSc2cccc[n+]2[O-])c1
    i	i	1.2
- O=C1CC(NS(=O)(=O)c2cccs2)CN1c1cccc(F)c1 (stereo not given)
    i	i	0.39
- CCn1c(NC(C)=O)c(-c2ccccc2Cl)c(=O)c2ccccc21
    i	i	2.1
- O=[N+]([O-])c1ccc(S(=O)(=O)Nc2nnc(C(F)(F)F)s2)cc1
    i	i	0
- C#CCOC(=O)CCC(=O)NCCc1ccccc1
    i	i	-0.05
- Cc1cccc(C)c1NC(=O)CSc1nc(COc2ccccc2)nc2ccccc12
    i	i	1.1
- CC(=O)C1=C(O)C(=O)N(CCNCCO)C1c1ccccc1 (stereo not given)
    i	i	0.31
- O=c1c2ccccc2ncn1CCOc1ccccc1[N+](=O)[O-]
    i	i	0.15
- Cn1c(/C(C#N)=C(\O)CN2CCN(Cc3ccccc3)CC2)nc2ccccc21
    i	i	-0.25
- ON1C(c2ccccc2)CC2(O)c3nonc3CCC12 (stereo not given)
    i	i	0.04
